GALK inhibitor = blocks human galactokinase activity; P51570; Purified GALK, Kinase-Glo residual ATP luminescence; Potency, µM (top dose mostly 57.5 µM), inactives show at the highest dose activity change, negative = inhibition, most hits filed as inhibitors; 0.007% of 270,000 active; also: potency is read from the fitted curve at half-maximal effect; % is scaled to controls: 0 for no effect and ±100 for the full control effect
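Human GALK (5 nM) with 35 uM ATP and 100 uM galactose in 20 mM HEPES pH 8.0, 5 mM MgCl2, 60 mM NaCl, 1 mM DTT, 0.01% BSA. After 1 h at room temperature, leftover ATP was read by Kinase-Glo Plus luminescence.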
KCNH2 WT inh = KCNH2 (human, wildtype) channel inhibition; AID 720551; activity change, % at 1.84 µM; Q12809; 0.37% of 340,000 active; U2OS, BacMam KCNH2, thallium flux FluxOr; hits give low values;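 active = maximum activity change below -70%; inconclusive = maximum activity change between -70% and -50%; inactive = maximum activity change above -50%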; also: % is scaled to controls: 0 for no effect and ±100 for the full control effect
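U2OS cells transduced with wild-type KCNH2 virus are loaded with FluxOr dye for 45 min, and thallium flux is measured in kinetic reads before and after stimulation buffer. Rate constants are normalized to DMSO controls.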
Mito fusion act = inhibitors of mitochondrial division or activators of mitochondrial fusion; S. cerevisiae fusion-defective mutant growth rescue, CellTiterGlo 48 h; 0.23% of 320,000 active; Potency, µM (series often up to 46.1 µM), inactives show top-dose growth rescue (activation), hits mostly activators;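 also: potency is read from the fitted curve at half-maximal effect; % of control where 0% means no effect; nearly all actives have a fitted effect of over 45% in size; temperature-sensitive fusion mutants such as fzo1-1 at 37 °C on non-fermentable ethanol glycerol medium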
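Luminescent cell viability in 1536-well qHTS format served as the measure of rescued growth in ts fusion-mutant S. cerevisiae cultured on non-fermentable YPEG for 48 hours at 37C.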
MBNL1 CUG block = MBNL1-poly(CUG) RNA binding inhibition; Q9NR56; TR-FRET MBNL1-His/biotin-(CUG)12 binding, 665/545 ratio; Potency, µM (doses to about 57.5 µM), for inactives: at the highest dose activity change, negative = inhibition, most hits filed as inhibitors; 0.036% of 280,000 active; AID 2675; active = well fitted inhibition curve with a large enough effect in the signal ratio, with a control signal flat, not every such curve was filed as active; inconclusive = small, poorly fitted or top-dose-only effect, or effect the other way, or a change in a side signal; inactive = no such curve, though single readings can be large or run the other way; the % refers to the signal ratio; also: potency is read from the fitted curve at half-maximal effect; % is scaled to controls: 0 for no effect and ±100 for the full control effect
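Inhibition of protein-RNA binding appears as loss of TR-FRET between terbium anti-His antibody on MBNL1-His and streptavidin-XL665 on biotin-(CUG)12. Activity is normalized to buffer-only and uninhibited-complex controls.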
TSHR antagonist = human thyrotropin receptor antagonism. P16473. TSHR-expressing cells, TSH-stimulated cAMP HTRF, 2 h; hits give low values. activity change, negative = inhibition, % at 11.5 µM. 0.2% of 330,000 active;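 active = activity change below a set negative limit, meaning inhibition stronger than a set level, cut at about -70% in these data; inconclusive = activity change between two set negative limits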; also: % is scaled to controls: 0 for no effect and ±100 for the full control effect
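Freshly harvested TSHR cells receive pin-tooled compound, then EC80 TSH at 4nM final. After 2 hours at 37 deg C, antibody in lysis buffer and cAMP-d2 are added; 30 minutes at ambient temperature precede the HTRF read.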
Chronic BCR inh = chronic active BCR signaling inhibition | ABC-DLBCL IkBa-CBG/CBR reporter, luminescence ratio, 4 h | Potency, µM (doses to about 46.1 µM), inactives show at the top dose ratio change, negative = lower green/red ratio, actives largely listed as inhibitors | 0.05% of 340,000 active | AID 493014; active = well fitted inhibition curve with a large enough effect in the signal ratio, with a control signal flat, not every such curve was filed as active; inconclusive = small, poorly fitted or top-dose-only effect, or effect the other way, or a change in a side signal; the % refers to the signal ratio;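 also: potency is read from the fitted curve at half-maximal effect; plate controls were basal doxycycline-induced cells for no effect and cells given 10 µM MG132 for full effect; MG132 reads +100%, hits lower the ratio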
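Doxycycline induced both beetle luciferases in TMD8 lymphoma cells; IKK-driven degradation limits the IkappaBalpha-fused green signal, while red luminescence normalises for cell number and nonspecific effects. Compounds tested up to 46 uM, 4 hrs.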
PKM2 activator = increases activity of human pyruvate kinase M2. purified PKM2, Kinase-Glo ATP luminescence, activation; response scale: 0% is enzyme alone, no compound. AID 1631. 0.34% of 260,000 active. Potency, µM (titrated, usually from 57.5 µM), for the others: top-dose activation, hits mostly activators; also: potency is read from the fitted curve at half-maximal effect; % is scaled to controls: 0 for no effect and ±100 for the full control effect; nearly all actives have a fitted effect of over 55% in size
Target sequence (P14618 whole entry, looked up): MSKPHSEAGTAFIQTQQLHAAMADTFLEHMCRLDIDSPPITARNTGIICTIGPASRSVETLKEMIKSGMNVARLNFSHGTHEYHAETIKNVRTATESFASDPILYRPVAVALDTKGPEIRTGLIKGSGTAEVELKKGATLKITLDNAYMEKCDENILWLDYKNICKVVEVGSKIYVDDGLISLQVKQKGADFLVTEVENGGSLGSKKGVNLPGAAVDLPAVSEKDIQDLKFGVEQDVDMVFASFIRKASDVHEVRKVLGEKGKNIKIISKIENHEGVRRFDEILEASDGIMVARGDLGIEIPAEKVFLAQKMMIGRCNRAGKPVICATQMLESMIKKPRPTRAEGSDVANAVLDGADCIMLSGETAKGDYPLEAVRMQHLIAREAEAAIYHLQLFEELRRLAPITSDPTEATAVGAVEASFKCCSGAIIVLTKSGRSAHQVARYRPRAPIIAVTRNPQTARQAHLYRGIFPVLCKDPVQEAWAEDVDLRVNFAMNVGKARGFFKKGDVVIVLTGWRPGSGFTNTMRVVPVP
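ATP formation by purified human PK-M2, quantified via coupled luciferase luminescence after 1 h at room temperature with 0.1 mM ADP and 0.5 mM PEP final.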
Menin-MLL TR inh = inhibitors of human menin-MLL interaction, mutant MLL peptide; O00255; Menin + Texas Red MLL mutant peptide, fluorescence polarization; Potency, µM (doses to about 61.6 µM), inactives show at the highest dose FP activity change, negative = inhibition, hits mostly inhibitors; 0.23% of 270,000 active; AID 1768; active = well fitted inhibition curve with a large enough effect in the polarisation, with a control signal flat, not every such curve was filed as active; inconclusive = small, poorly fitted or top-dose-only effect, or effect the other way, or a change in a side signal; inactive = no such curve, though single readings can be large or run the other way; the % refers to the polarisation; also: potency is read from the fitted curve at half-maximal effect; % of control where 0% means no effect; many of its hits are not listed in these tables
Target sequence (O00255 whole entry, looked up): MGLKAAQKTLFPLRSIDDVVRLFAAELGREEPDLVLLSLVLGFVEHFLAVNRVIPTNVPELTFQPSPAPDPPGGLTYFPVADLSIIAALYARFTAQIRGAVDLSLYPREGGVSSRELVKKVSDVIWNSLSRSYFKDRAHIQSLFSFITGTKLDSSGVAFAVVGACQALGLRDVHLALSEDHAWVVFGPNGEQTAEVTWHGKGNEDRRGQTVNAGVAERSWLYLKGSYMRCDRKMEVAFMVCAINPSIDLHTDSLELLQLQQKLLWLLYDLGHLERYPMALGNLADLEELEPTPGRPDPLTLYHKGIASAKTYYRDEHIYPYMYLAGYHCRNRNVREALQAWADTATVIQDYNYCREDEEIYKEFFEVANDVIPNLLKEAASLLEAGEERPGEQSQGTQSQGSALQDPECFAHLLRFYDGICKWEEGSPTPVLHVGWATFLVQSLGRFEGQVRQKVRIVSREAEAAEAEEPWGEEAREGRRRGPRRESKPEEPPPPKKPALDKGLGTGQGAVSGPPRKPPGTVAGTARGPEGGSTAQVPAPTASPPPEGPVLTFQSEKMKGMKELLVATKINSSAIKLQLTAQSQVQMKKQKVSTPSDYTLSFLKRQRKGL
Eya2 phos inh = inhibitors of human Eya2 phosphatase activity; O00167; recombinant Eya2, OMFP fluorescence dephosphorylation (OMFP is methylfluorescein phosphate); Potency, µM (top dose mostly 76.9 µM), without a hit: top-dose activity, negative = inhibition, usual class: inhibitors; 0.006% of 330,000 active; AID 488837; also: potency is read from the fitted curve at half-maximal effect; % is scaled to controls: 0 for no effect and ±100 for the full control effect
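Eya2 protein (added as 0.2 uM solution) was preincubated with compound for 10 min at ambient temperature in 50 mM HEPES pH 7.5, 50 mM NaCl, 5 uM MgCl2, 0.05% BSA, 1 mM DTT. OMFP (added at 50 uM) then reacted 10 min; fluorescence read at 485/525 nm.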
ASM inhibitor = blocks human secretory acid sphingomyelinase; P17405; placental ASM, HMU-PC fluorogenic substrate, 60 min; Potency, µM (top dose mostly 57.5 µM), inactives show at the top dose activity change, negative = inhibition, most hits filed as inhibitors; 0.006% of 340,000 active; also: potency is read from the fitted curve at half-maximal effect
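Human placenta-derived ASM preincubated with compound 10 min at room temperature, then reacted with 9 uM (final) fluorogenic HMU-PC substrate for 60 min at 37 C. Stop solution raises pH to 10; fluorescence read at Ex 386/Em 447 nm.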
USP2a block = blocks human ubiquitin-specific protease USP2a | USP2 core, Ub-CHOP2 coupled fluorogenic reporter, 485/531 | 0.01% of 330,000 active | Potency, µM (doses to about 38.3 µM), inactives show top-dose activity change, negative = inhibition, most hits filed as inhibitors;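 also: potency is read from the fitted curve at half-maximal effect; plate controls were DMSO wells for no effect and full inhibition by NEM control for full effect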
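USP2 core (10nM final) preincubated 30min RT with compound in 20mM Tris-HCl pH 8.0, 2mM CaCl2, 2mM beta-mercaptoethanol, 0.05% CHAPS; 25nM Ub-CHOP2 plus 25nM reporter substrate added, fluorescence (Ex485/Em531) read after 60min.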
The depositor's hits bear a star; i = inactive; u = inconclusive; x = not tested or not shown; [ ] = dose if it differs, or a comment. Unless noted, calls follow the shape of the dose curve; as a rule, active = well fitted curve in the direction sought with a large enough effect; inconclusive = small, poorly fitted or top-dose-only effect, or another doubt; inactive = no such curve, though single readings can be large; an effect the other way counts as inactive or inconclusive. A portion of the library, so the mix of outcomes need not match the whole.

Second line of a record – GALK inhibitor | KCNH2 WT inh | Mito fusion act | MBNL1 CUG block | TSHR antagonist | Chronic BCR inh | PKM2 activator | Menin-MLL TR inh | Eya2 phos inh | ASM inhibitor | USP2a block
> Cc1csc(Nc2ccccc2C(F)(F)F)n1
 : 0% | -21 | -14% | -7% | -1 | u | -1% | 33%[activator] | -26% | -2% | -1%
> Cc1ccc(C)c(S(=O)(=O)c2c(N)n(/N=C/c3ccco3)c3nc4ccccc4nc23)c1
 : 0% | -2 | 5% | 22% | 23 | 1% | 12% | 54%[activator] | 14% | 162%[activator] | u
> COc1ccccc1C(=O)NNS(=O)(=O)c1ccc(F)cc1
 : 3% | -1 | 2% | -10% | -4 | -6% | 4% | -8% | -3% | 1% | -3%
> Cc1ccc(/C=N/NC(=O)Cn2cnc3c2c(=O)n(C)c(=O)n3C)s1
 : 2% | -7 | -4% | 21% | 6 | 1% | 2% | 3% | -3% | 0% | 3%
> N#Cc1cn(-c2cccc(C(F)(F)F)c2)c(=O)[nH]c1=O
 : 1% | 4 | 5% | 0% | -4 | u | x | -12% | 7% | 0% | 5%
> COc1cccc(N(CC(=O)NC2CCCC2)C(=O)CCC(=O)Nc2nccs2)c1
 : -2% | -17 | -4% | 1% | 23 | 5% | 3% | 0% | -10% | 0% | 2%
> COC(=O)c1ccc(NC(=S)NCCc2ccccc2C)cc1
 : -1% | 0 | 10% | 6% | -5 | u | 17% | u | 0% | -14% | 1%
> CN(C)S(=O)(=O)c1ccc(C(=O)NCC2(N3CCOCC3)CCCCC2)cc1
 : x | -1 | -7% | x | 7 | 1% | x | x | -2% | 0% | -1%
> CC(C(=O)Nc1ccc([N+](=O)[O-])cc1Cl)N1CCN(S(=O)(=O)c2cccs2)CC1 (stereo unspecified)
 : x | 2 | 10% | x | -31 | -5% | x | x | 17% | 0% | 0%
> COCCNC(=O)/C(C#N)=C/c1ccc(C)o1
 : 1% | -5 | -4% | u | -6 | 0% | -16% | 15% | 0% | 4% | 3%
> O=C(NNC(=O)c1cccs1)c1ccccc1
 : 0% | -9 | 3% | -3% | 3 | u | -1% | 4% | 8% | 4% | -3%
> CC(C)(C)NC(=O)NC(=O)CSc1ncccn1
 : 0% | -4 | -2% | -8% | -7 | 2% | 2% | -5% | 12% | 2% | 1%
> CC(OC(=O)c1ccccc1NCCO)C(=O)Nc1ccnn1C(C)C (stereo unspecified)
 : x | -2 | -3% | x | -2 | -6% | x | x | 17% | i | 1%
> CCSC1=NCN(CCCC(=O)O)CN1
 : 0% | -16 | -3% | 1% | 20 | 1% | 2% | u | 12% | 5% | 0%
> Cc1cc(NC(=O)C2CC(c3c(F)cccc3Cl)=NO2)n(-c2ccccc2)n1 (stereo unspecified)
 : -1% | x | -2% | -1% | 36 | 12% | 0% | -29% | 0% | 3% | -1%
> CC1=C(C(=O)N2CCOCC2)C(c2ccc(O)cc2)NC(=S)N1 (stereo unspecified)
 : 3% | -2 | -1% | -11% | 23 | 0% | -18% | -11% | 1% | 1% | 0%
> O=C(NCC(c1ccco1)N1CCN(c2ccccc2F)CC1)c1cccs1 (stereo unspecified)
 : x | -3 | 17% | x | 1 | -5% | x | x | -33% | 3% | -4%
> O=C(c1ccc(Cl)cc1)N(Cc1cccs1)C1CCS(=O)(=O)C1 (stereo unspecified)
 : 0% | -2 | -3% | 1% | 2 | 3% | 0% | 1% | 9% | 1% | 4%
> CN(CC(=O)Nc1ccccc1Cl)C(=O)CSc1nnc(N)s1
 : x | -5 | -8% | x | -6 | 6% | x | x | 6% | -1% | -1%
> CCC(=O)N(Cc1cc2ccccc2[nH]c1=O)c1ccccc1OC
 : -1% | 15 | -1% | -12% | 5 | 0% | -5% | -6% | 5% | 3% | 3%
> CC(=O)Nc1ccc(NC(=O)C(C)OC(=O)c2cc(S(=O)(=O)N(C)C)ccc2N2CCCC2)cc1 (stereo unspecified)
 : x | 0 | -3% | x | 4 | u | x | x | 12% | 2% | -1%
> CCN1CCc2nc(NC(=O)C(c3ccccc3)c3ccccc3)sc2C1
 : 3% | -11 | 2% | -5% | -7 | 19% | 2% | -1% | 5% | 169%[activator] | 4%
> NC(=S)Nc1ccc(F)c(F)c1F
 : 1% | 0 | -5% | -5% | -1 | -1% | -1% | x | 9% | 1% | -1%
> N#C/C(=N\Nc1ccc([N+](=O)[O-])cc1)C(N)=S
 : x | 1 | u | u | -45 | 25% | -24% | x | -15% | -14% | -15%
> COc1cc(/C=N/NC(=S)NC2CC3C=CC2C3)cc(OC)c1OC (stereo unspecified)
 : -2% | 4 | 5% | -7% | -6 | u | -1% | x | -11% | -7% | -8%
> O=C(O)CCc1nn2cnc3sc4c(c3c2nc1=O)CCCC4
 : 0% | -9 | 3% | 3% | -1 | 4% | 2% | x | 0% | 8% | 0%
> O=C(Nc1ccccc1)C1=C[C@H](c2ccc3c(c2)OCO3)C[C@H](OCc2ccc(CO)cc2)O1
 : 0% | 1 | 23% | -7% | 0 | u | 1% | 7% | 3% | -16% | -3%
> CC(Sc1ncnc2sc(-c3ccccc3)cc12)C(N)=O (stereo unspecified)
 : -3% | -5 | -2% | -4% | 4 | -2% | 1% | x | 4% | 2% | 3%
> CC(=O)c1ccc(NC(=O)C2CCN(S(=O)(=O)c3cccs3)CC2)cc1
 : 4% | -3 | 7% | x | -7 | -2% | -1% | x | 0% | 0% | 2%
> CCOC(=O)c1c(C)nc2c(c1C)c(=O)oc1ccccc12
 : 0% | 5 | 1% | 0% | 9 | u | -1% | 3% | 5% | -6% | 3%
> O=C(Cn1nnc(-c2ccccc2)n1)OCc1csc(-c2ccccc2)n1
 : 4% | 4 | -1% | -7% | -6 | u | 11% | -1% | 9% | -11% | 1%
> CN(C(=O)CN1C(=O)C2C3CC(C(Br)C3Br)C2C1=O)C1CCCCC1 (stereo unspecified)
 : 6% | -2 | -8% | 2% | -9 | 23% | x | 30%[activator] | 10% | -1% | -2%
> CCN(CC(=O)Nc1cc(Cl)cc(Cl)c1)CC(=O)NC1CCS(=O)(=O)C1 (stereo unspecified)
 : x | 0 | x | x | -12 | 0% | x | x | 2% | -3% | 3%
> Cc1cc(-c2ccccc2)n[nH]1
 : -1% | 7 | 3% | x | 3 | 3% | -3% | 1% | 2% | 4% | 0%
> N=C(N)c1ccc(Cl)cc1
 : -4% | 10 | 5% | -10% | -3 | 0% | 1% | -4% | -15% | -2% | 0%
> O=C1C2CCCCN2C(=O)N1CCCCN1CCN(c2cccc(Cl)c2)CC1 (stereo unspecified)
 : 0% | 7 | 1% | -4% | 3 | -4% | 3%[11.5 µM] | -16% | 7% | 4% | 1%
> COc1cccc(NC(=O)CCc2nnc3ccc(N4CCN(c5cccc(OC)c5)CC4)nn23)c1
 : -6% | 4 | 0% | 12% | 7 | 0% | x | x | -8% | 0% | 2%
> Cc1cc(C)c(NC(=O)CSc2nnc(CNC(=O)c3c(F)cccc3Cl)o2)c(C)c1
 : 1% | 0 | 5% | -2% | 1 | u | x | x | -3% | 2% | -2%
> CCCNC(=S)N1CCC(c2nc3cc(C)c(C)cc3[nH]2)CC1
 : 0% | 3 | -1% | -8% | -18 | 0% | 3% | 12% | -9% | -2% | -1%
> CCN(C1CCS(=O)(=O)C1)S(=O)(=O)c1cc(C)ccc1C (stereo unspecified)
 : x | 1 | -8% | x | 12 | -8% | x | x | 8% | -3% | 2%
> COc1ccc(/C=C(\NC(=O)c2cccs2)C(=O)N2CCOCC2)cc1OC
 : 1% | 3 | -1% | -7% | 13 | 1% | -5% | -2% | -2% | -2% | 0%
> O=S(=O)(c1ccc2ccccc2c1)N1CCN(Cc2ccccn2)CC1
 : 1% | -8 | 10% | -10% | -4 | 4% | 37% | -20% | 12% | -4% | 0%
> Cc1nn2c3c(cnc2c1-c1ccccc1)C(=O)CCC3
 : 0% | -2 | -1% | 2% | -17 | -3% | 0% | -7% | 18%[15.4 µM] | -2% | 4%
